All columns: NCI-60 one-dose screen, growth in % after 48 h at 10 µM unless noted; 100 = growth as untreated, 0 = no growth, -100 = all killed.
HS 578T: HS 578T breast cancer; hit rate 4.1% among 78,000; AID 1794788
T-47D: T-47D breast cancer | hit rate 5% among 79,000 | AID 1794792
BT-549: BT-549 breast cancer | hit rate 4.4% among 78,000 | AID 1794793
MCF7: MCF7 breast cancer; hit rate 6.3% among 82,000; AID 1794796
LOX IMVI: LOX IMVI melanoma; hit rate 7.4% among 79,000
K-562: K-562 leukemia | AID 1794777 | hit rate 7.4% among 78,000
MDA-MB-468: MDA-MB-468 breast cancer | hit rate 8.5% among 78,000
MDA-MB-231: MDA-MB-231 breast cancer. hit rate 5% among 81,000
* marks the source's active call; other numbers are inactive results; nt = not tested or not shown; & = joins results of further samples; [ ] = remark or other dose. Rule for the calls: active = growth percent below 10; inactive = the rest.

SMILES	HS 578T	T-47D	BT-549	MCF7	LOX IMVI	K-562	MDA-MB-468	MDA-MB-231
CC(=O)Nc1ccc(-c2nc(-c3cccc(O)c3)c(-c3ccnc(Br)c3)[nH]2)cc1	57	36	101	15	87	61	31	77
CCCS(=N)(=O)CCC(N)C(=O)O (stereo not drawn)	100	94	106	98	103	75	119	114
O=Cc1ccc(C(=O)O)cc1	108	97	106	98	102	93	80	92
Cc1ccc(S(=O)(=O)Oc2c(Br)cc(Br)cc2Br)cc1	nt	84	99	96	91	77	nt	94
O=C(Cn1c(=O)ccn(CCCCCOc2ccc(Br)cc2)c1=O)NCc1ccc(Oc2ccccc2)cc1	78	38	50	45	60	34	20	70
CCCC1(C2CCCC2)NC(=O)NC1=O (stereo not drawn)	102&112	100&107	119&120	99&99	100	102	113	110&106
NNC(=S)N/N=C/c1ccccn1	32	9.7*	55	16	13	19	8.6*	47
CCCCN(CCC#N)C(N)=O	105	100	109	105	105	115	nt	104
O=[N+]([O-])c1c(O)c(Cl)cc(Cl)c1Cl (tested in a mixture with another compound)	nt	103	107	109	104	106	126	105
CC(C)CSc1nc(NCCc2c[nH]c3ccccc23)c(C#N)c(-c2ccc(F)cc2)n1	40	25	72	23	12	19	54	41
CC1(C)N=C(N)N=C(N)N1c1cccc(CCc2ccccc2)c1	70	38	42	24	24	23	17	69
CCCCCCCCCCCCOB(OCCCCCCCCCCCC)OCCCCCCCCCCCC	107	nt	97	98	90	92	99	nt
CN(N=O)C(=O)N[C@@H]1[C@@H](O)[C@H](O)[C@@H](CO)O[C@@H]1O	118	114	113	106	100	108	106	120
Cc1ccc(-c2csc(N/N=C/c3nc4ccccc4n3C3CC3)n2)cc1	89	-51*	73	50	nt	-56*	99	80
Cc1nc(Nc2ccc(OCc3c(-c4ccccc4)no[n+]3[O-])cc2)c2cnn(-c3ccccc3)c2n1	110	106	95	92	98	111	94	106
Cc1cc(C(=O)NOCCO)c(Nc2ccc(I)cc2F)n(C)c1=O	nt	103	86	95	26	34	114	41
O=C(O)c1cccc([N+](=O)[O-])c1O	112	101	94	119	95	106	102	103
O=C(/C=C(/C=C/c1cccc2[nH]ccc12)OB(F)F)/C=C/c1cccc2[nH]ccc12	10	8.0*	-19*	4.3*	-81*	-2.5*	-57*	-11*
O=Nc1ccc(-[n+]2ccccc2)c([N+](=O)[O-])c1	nt	101	118	105	101	107	94	120
ON=C1CCSCC1	109	83	77	98	104	105	102	110
COc1ccc(-c2cc(NC(=O)Nc3cccc(C)c3)no2)cc1	101	85	104	82	95	94	103	95
O=C(N[C@@H](c1ccccc1)[C@H](N=Cc1ccccc1)c1ccccc1)c1ccccc1	100	100	104	100	92	97	100	103
CCOC(=O)C1=CC2C(=O)N(c3ccccc3)C(=S)N2C1=O (stereo not drawn)	99	105	102	102	91	108	98	106
NS(=O)(=O)c1ccc(NC(=O)N2CCN(c3ccccc3)CC2)cc1	101	98	94	101	nt	97	105	114
C[C@]12CCC3c4ccc(O)cc4CCC3C1CCC2=O (stereo partly drawn)	118	100	97	126	98	104	96	103
CC(=O)O	103	99	102	106	104	96	95	108
COC1C(C(=O)O)OC(n2c3c(Cl)cccc3c3c4c(c5c6cccc(Cl)c6[nH]c5c32)C(=O)NC4=O)C(O)C1O (stereo not drawn)	104	89	105	86	97	105	96	91
Brc1ccc(-c2csc(N/N=C/c3ccc(-n4cncn4)cc3)n2)cc1	116	95	105	94	nt	90	95	105
CCOC(=O)c1nn(C2CCCCO2)c2ccc(NC(=O)Cc3ccccc3)cc12 (stereo not drawn)	85	78	90	95	80	50	99	82
CCC[C@@H]1C[C@@H](C(=O)N[C@@H](C2O[C@H](SC)[C@H](O)[C@@H](O)[C@H]2O)[C@H](C)Cl)N(C)C1 (stereo partly drawn)	nt	90	100	89	98	114	91	108
COc1cc(C2C3=C(COC3=O)Nc3c2ccc2c3CCCC2)cc2c1OCO2 (stereo not drawn)	82	73	9.9*	16	28	13	-6.4*	6.7*
CC1(C)C(=O)/C(=C\c2cccnc2)C[C@]2(C)[C@H]3CC=C4[C@@H]5C[C@@](C)(C(=O)O)CC[C@]5(C)CC[C@@]4(C)[C@]3(C)CC[C@@H]12	99	nt	97	88	100	81	96	101
Nc1ccc2[nH]cc(-c3c4ccsc4cc4[nH]c5ccc(N)cc5c34)c2c1	105	65	102	67	95	68	114	79
COc1ccc(C2CC(c3cccc(Nc4nc(Cl)nc5cc(OC)c(OC)cc45)c3)=NN2C(C)=O)cc1 (stereo not drawn)	77	59	75	57	nt	73	78	84
Cc1nc(Cl)nc(N)c1[N+](=O)[O-]	112	91	105	80	60	88	90	109
Cn1cc(-c2csc(-c3c[nH]c4ccccc34)n2)c2ccnc(Cl)c21	81	18	94	30	83	nt	-9.0*	70
c1ccc(-c2cc3n4c(-c5ccccc5)nn(-c5ccccc5)c4cnc-3n2)cc1	32	54	nt	51	57	104	70	36
Cc1cc(=O)oc2c1ccc1ccccc12	113	91	102	111	101	95	116	96
Cc1ccc(/C(CCC(=O)O)=N/NC(=O)c2ccccc2)cc1	103	106	103	106	nt	102	95	108
C[n+]1ccc(CCc2c[nH]c3ccccc23)cc1	104	73	98	93	95	102	14	93
CN(C)c1ccc(/C=N/NC(=O)COc2ncnc3sc4c(c23)CCCC4)cc1	94	99	109	92	97	101	84	102
CCSCN1CCN(C)CC1	105	105	nt	102	94	103	108	87
Cc1ccc(S(=O)(=O)NNC(=O)Cn2c(=O)sc3ccccc32)cc1	96	101	83	105	97	99	121	111
CC(C)c1ccc(C(=O)OCCCl)cc1	95	91	100	93	97	103	111	105
CN(C)c1ccc([N+](=O)[O-])cn1	107	88	98	106	100	106	102	111
CN(C)CCOC(=O)Nc1cccc(Cl)c1	94&113	99&101	91&109	87&102	97&102	97&102	102&103	94&109
Cn1c(=O)c2[nH]c(CCCCC(=O)O)nc2n(C)c1=O	nt	113	106	nt	99	109	121	110
COc1cc(C(=O)/C=C/c2c(-c3ccc(F)cc3)nc3sccn23)cc(OC)c1OC	46	20	19	-8.4*	16	39	13	51
CCC(=O)O[C@H](CC(=O)O)C[N+](C)(C)C	105	92	114	104	96	nt	112	126
COc1cc(C2CC(c3ccc(F)cc3)=Nc3c(N)nc(N)nc3N2)ccc1Oc1nc(Nc2ccc(F)cc2)nc(N(C)C)n1 (stereo not drawn)	56	66	51	7.4*	38	15	-18*	44

(listing goes on)
SMILES	HS 578T	T-47D	BT-549	MCF7	LOX IMVI	K-562	MDA-MB-468	MDA-MB-231
CN(C)c1ccc2c(c1)Cc1cc(N=C3C=CC(=O)O3)ccc1-2	108	94	100	92	100	nt	117	86
C/C(O)=C(\C=N\C(N)=S)C(=O)Nc1ccccc1	nt	102	108	102	97	107	93	92
CC(=O)[C@H]1CC[C@H]2[C@@H]3CCC4=CC(=O)CC[C@]4(C)[C@H]3CC[C@]12C	105	96	nt	109	114	106	56	110
N#Cc1c(N)nc2c(c1N)C(c1ccc(Cl)cc1)C1=C(CCCC1=O)N2c1sc2c(c1C#N)CCCC2 (stereo not drawn)	87	97	96	100	82	74	nt	75
C=CCC(Cc1ccccc1)C(N)=O (stereo not drawn)	114	101	101	101	98	101	106	112
CN1CCN(CCNc2nccc(-c3c(-c4cccc(O)c4)nc4sccn34)n2)S1(=O)=O	77	68	52	71	24	nt	79	24
CCCCCCc1cn(C(C)c2ccc(OC3CCCCC3)c(OC)c2)nn1 (stereo not drawn)	91	60	89	70	87	65	37	83
Nc1nc(Cl)c2ncn(Cc3ccccc3Cn3cnc4c(Cl)nc(N)nc43)c2n1	93	103	56	149	91	91	nt	93
COc1ccc(C2(O)CCCCC2)cc1	94	98	112	102	96	111	95	97
Cc1ccc(S(=O)(=O)n2oc(=O)c(C3CCCCC3)c2N)cc1	114	82	117	109	88	137	108	91
COC(=O)/C=C(\C)Nc1ccc(Cc2ccc(N/C(C)=C/C(=O)OC)cc2)cc1	104	102	95	99	97	99	nt	107
COc1ccc(/C=C/c2c3c(nc4ccccc24)CC/C(=C\c2ccccc2)C3=O)cc1	102	57	98	52	84	59	67	93
O=C(CSc1nnc(-c2ccc(Cl)cc2)n1-c1ccccc1)Nc1cccc(Cl)c1	54	48	62	65	7.5*	62	80	36
Cc1cc(NS(=O)(=O)c2ccc(NC(=O)CSc3nc4ccccc4c(=O)n3-c3ccc(Cl)cc3)cc2)no1	97	113	77	89	94	118	87	96
O=[N+]([O-])c1cccc(C2Nc3nc4ccccc4nc3-c3c2sc2c(F)cccc32)c1 (stereo not drawn)	nt	78	88	59	94	86	71	82
COc1ccccc1NC(=O)c1sc2c(=O)[nH]c(C)nc2c1C	118	105	90	nt	102	nt	nt	95
Nc1nc2cc(O)ccc2n2cc3c(F)cccc3c12	-21*	nt	nt	-7.7*	35	29	19	39
COc1ccc(-c2nnc(COc3ccc(C(=O)/C=C/c4cccs4)cc3)o2)cc1	99	81	84	36	92	83	71	110
CCCC(CC)Sc1nc2c([nH]1)c(=S)n(C)c(=O)n2C (stereo not drawn)	88	87	102	98	73	72	108	94
CCOC(=O)c1c2ncccc2n2c(=O)n(-c3ccccc3OC)nnc12	110	93	75	82	92	101	nt	90
CCCCCc1ccc(S(=O)(=O)N(C(C)=O)c2cc(-c3csc(N(C)C(C)=O)n3)ccc2N2CCN(C)CC2)cc1	36	30	74	-73*	-100*	nt	21	-5.4*
Cc1cc(C)c2c(Cn3cc(COc4ccc5c(c4)NC(=O)CC5)nn3)cc(=O)oc2c1	88	87	101	73	70	84	61	94
Nc1ccc(Cl)cn1	100	87	104	95	93	107	102	101
Clc1ccc(SCCSc2ccc(Cl)cc2)cc1	97	93	nt	96	103	109	99	118
CCCc1cc(=O)n2c(C(=O)Nc3ccc(Cl)cc3C)c(C(=O)Nc3ccc(F)cc3)sc2n1	53[30 µM]	94[30 µM]	102[30 µM]	120[30 µM]	74[30 µM]	38[30 µM]	nt	75[30 µM]
O=C(CCN1CCN(CCC(=O)c2ccc(Cl)cc2)CC1)c1ccc(Cl)cc1	106	89	93	93	94	112	111	112
CCCCCCCCCCCCN1C(C)=CS/C1=C\C=C\c1scc(C)[n+]1CCCCCCCCCCCC	77	14	24	7.9*	26	4.5*	-23*	20
O=C(Cn1c(=O)[nH]c2ccccc2c1=O)N1CCOCC1	100	97	105	100	87	109	97	84
O=C(Nc1ccc(S(=O)(=O)O)cc1)c1ccccc1	96	87	95	99	114	119	108	98
O=C(Nc1ccccc1)Nc1ccc(Cl)c(Cl)c1	107	42	69	74	68	37	61	76

Whole records as entered above. Order of values: HS 578T	T-47D	BT-549	MCF7	LOX IMVI	K-562	MDA-MB-468	MDA-MB-231
Profile of `O=C(Nc1ccccc1)Nc1ccc(Cl)c(Cl)c1` = 107	42	69	74	68	37	61	76
Profile of `CCCCCCCCCCCCN1C(C)=CS/C1=C\C=C\c1scc(C)[n+]1CCCCCCCCCCCC` = 77	14	24	7.9*	26	4.5*	-23*	20
Profile of `O=C(Cn1c(=O)[nH]c2ccccc2c1=O)N1CCOCC1` = 100	97	105	100	87	109	97	84
Profile of `O=C(Nc1ccc(S(=O)(=O)O)cc1)c1ccccc1` = 96	87	95	99	114	119	108	98
Profile of `O=C(CCN1CCN(CCC(=O)c2ccc(Cl)cc2)CC1)c1ccc(Cl)cc1` = 106	89	93	93	94	112	111	112

Next results:
SMILES	HS 578T	T-47D	BT-549	MCF7	LOX IMVI	K-562	MDA-MB-468	MDA-MB-231
O=C(/C=C/c1ccc2ccccc2c1)Nc1ncc(Cc2ccccc2Cl)s1	102	103	99	80	nt	98	107	95
Cc1cc(C(C)C)c(C)cc1C(C)C	119	116	90	99	109	104	116	105
CC(C)(C)c1ccc(S(=O)(=O)Oc2ccc(NC(=O)C3CCCC3)cc2)cc1	97	80	94	85	94	75	84	99
CC1=C(C(=O)/C=C/c2ccc(N(C)C)cc2)C(c2ccccc2)NC(=S)N1 (stereo not drawn)	98	101	118	99	98	92	102	100
Nc1ccc(S(=O)(=O)Nc2ccc(S(=O)(=O)O)cc2)cc1	103	97	nt	96	96	96	107	116
O=Cc1ccc2c3c(cccc13)CC2	99	87	102	98	96	91	93	116
CC(=O)c1cc2c(cc1C)C(C)(C)C(C)(C)C2(C)C	105	81	109	96	96	104	104	102
N#Cc1ccc(OCc2nc(N)nc(N)c2-c2ccc(Cl)c(Cl)c2)cc1	nt	82	34	15	11	13	35	51
CC1=C(C#N)C(=O)NC(C)C1 (stereo not drawn)	97	91	101	101	90	116	108	105
O=C(c1ccc(Br)cc1)[C@@H]1[C@@H]2CCCN2[C@@]2(C(=O)Nc3ccccc32)[C@H]1c1ccc(O)cc1	104	83	97	79	nt	77	94	93

Given with bars between the fields: entries from further up
structure | HS 578T | T-47D | BT-549 | MCF7 | LOX IMVI | K-562 | MDA-MB-468 | MDA-MB-231
CC(=O)c1cc2c(cc1C)C(C)(C)C(C)(C)C2(C)C | 105 | 81 | 109 | 96 | 96 | 104 | 104 | 102
CC1=C(C#N)C(=O)NC(C)C1 (stereo not drawn) | 97 | 91 | 101 | 101 | 90 | 116 | 108 | 105
Nc1ccc(S(=O)(=O)Nc2ccc(S(=O)(=O)O)cc2)cc1 | 103 | 97 | nt | 96 | 96 | 96 | 107 | 116

Next section
SMILES	HS 578T	T-47D	BT-549	MCF7	LOX IMVI	K-562	MDA-MB-468	MDA-MB-231
N#Cc1ccc(-c2ccc(OCCCN3CCCCC3)cc2)cc1	84	69	75	81	93	62	85	86
COc1cc(NS(=O)(=O)c2ccc(-c3cnc(C4CC4)o3)cc2)ccc1F	8.9*	34	45	13	35	12	nt	24
OC1(c2ccccc2)OC(c2ccccc2)CN(Cc2ccccc2)C1c1ccccc1 (stereo not drawn)	99	79	114	78	75	77	105	94
O=C1C=CC(=O)N1c1ccc(Cl)cc1Cl	103	101	103	103	98	83	112	114
CCCCCCCC(=O)C(C)C	115	103	93	93	97	109	96	80
C#CCCCNCCNc1ccnc2cc(Cl)ccc12	92	71	66	52	40	20	50	66

High-throughput results as filed in PubChem.
